Screens (PubChem BioAssay)
AmpC inh detg – blocks E. coli AmpC beta-lactamase in detergent assay; P00811; AmpC hydrolysis of nitrocefin, absorbance 480 nm, 0.01% Triton; Potency, µM (series often up to 114 µM), without a hit: at the highest dose activity change, negative = inhibition, actives largely listed as inhibitors; hit rate 0.041% among 370,000; AID 485294;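 note: potency is the fitted concentration of half-maximal effect; 0% = no-compound wells and -100% = no-enzyme wells; nearly all actives have a fitted effect of over 25% in size; some results filed as inactive show a strong effect at the top dose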
Target sequence (P00811 whole entry, looked up): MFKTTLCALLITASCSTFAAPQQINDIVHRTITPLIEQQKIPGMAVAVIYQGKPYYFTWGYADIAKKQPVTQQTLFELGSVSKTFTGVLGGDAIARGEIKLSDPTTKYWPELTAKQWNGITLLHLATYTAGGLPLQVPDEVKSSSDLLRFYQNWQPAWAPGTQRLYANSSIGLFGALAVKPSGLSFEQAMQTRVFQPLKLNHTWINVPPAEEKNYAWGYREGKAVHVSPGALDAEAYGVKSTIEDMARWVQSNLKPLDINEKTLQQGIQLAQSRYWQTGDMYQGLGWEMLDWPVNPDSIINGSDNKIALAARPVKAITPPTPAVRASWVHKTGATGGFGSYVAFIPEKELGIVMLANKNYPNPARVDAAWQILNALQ
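AmpC (5.3 nM in the dispensed reagent) in 20 mM phosphate pH 7.0 with 0.01% (detergent screen) or 0.0001% Triton X-100 was preincubated with compounds for 15 min at room temperature. Nitrocefin was then added from an 800 uM solution, and hydrolysis was followed at 480 nm.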
AmpC no deterg – blocks E. coli AmpC beta-lactamase in detergent-free assay | P00811 | AmpC nitrocefin hydrolysis, absorbance 480 nm, 0.0001% Triton | Potency, µM (doses to about 57.1 µM), for inactives: top-dose activity change, negative = inhibition, actives largely listed as inhibitors | hit rate 0.52% among 330,000 | AID 485341;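 note: potency is the fitted concentration of half-maximal effect; plate controls were no compound for no effect and no enzyme for full effect; nearly all actives have a fitted effect of over 20% in size; some results filed as inactive show a strong effect at the top dose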
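20 mM phosphate pH 7.0 + 0.01% (detergent screen) or 0.0001% Triton X-100; 5.3 nM AmpC reagent; cpd preinc 15 min RT; nitrocefin (800 uM stock) to start; A480 q20 s × 4 min; Activity was normalised to no-enzyme and no-compound control wells.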
FBPA Giardia inh – blocks Giardia fructose-bisphosphate aldolase activity. A8B2U2. purified Giardia FBPA. Potency, µM (top dose mostly 59.6 µM), inactives show at the top dose activity, negative = inhibition, most hits filed as inhibitors. hit rate 0.71% among 290,000. AID 2451; note: potency is the fitted concentration of half-maximal effect; nearly all actives have a fitted effect of over 55% in size
Target sequence (A8B2U2 whole entry, looked up): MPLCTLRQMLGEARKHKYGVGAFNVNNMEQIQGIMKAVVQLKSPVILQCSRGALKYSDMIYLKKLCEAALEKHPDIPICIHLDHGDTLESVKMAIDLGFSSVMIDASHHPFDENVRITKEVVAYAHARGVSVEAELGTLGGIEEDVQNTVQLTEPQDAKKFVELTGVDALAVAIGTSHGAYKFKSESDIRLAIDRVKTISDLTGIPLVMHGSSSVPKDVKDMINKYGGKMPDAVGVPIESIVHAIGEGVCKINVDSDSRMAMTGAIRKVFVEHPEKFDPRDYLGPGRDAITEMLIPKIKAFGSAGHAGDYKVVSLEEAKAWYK
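40 nM FBPA preincubated 10 min at RT with compound (up to 57.5 uM final), then substrate plus GAPDH/TPI/NAD/arsenate coupling and diaphorase/resazurin added. Fluorescence read after 20 min at RT, 525/598 nm.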
Sm TGR block – S. mansoni TGR enzyme inhibition; Q962Y6; purified TGR, DTNB reduction, TNB absorbance 405 nm; Potency, µM (highest dose often 114 µM), inactives show at the highest dose activity change, negative = inhibition, hits mostly inhibitors; hit rate 3% among 360,000; note: potency is the fitted concentration of half-maximal effect; nearly all actives have a fitted effect of over 60% in size
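First, TGR (20 nM dispensed) and NADPH were mixed with compound. Second, a 15 min room-temperature incubation followed. Third, further NADPH and then DTNB were added to start the reaction. Finally, TNB absorbance was monitored kinetically.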
HCV inhibitor – inhibitors of hepatitis C virus infection | AID 651820 | Potency, µM (series often up to 41.8 µM), inactives show top-dose activity change, negative = inhibition, usual class: inhibitors | hit rate 3.4% among 340,000 | Huh7.5.1 HCVcc-Cre infection, luciferase reporter, 44 h; note: potency is the fitted concentration of half-maximal effect
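Antiviral activity was scored by luciferase reporter output from cells infected with HCVcc-Cre (~0.5 moi) in presence of compound, 44 h infection period, cells seeded 1,000/well 4 h prior.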
HCMV inh – blocks human cytomegalovirus replication. HFF cells, HCMV-luciferase reporter, 72 h; active compounds read low. activity change, negative = inhibition, % at 57.5 µM. hit rate 4.5% among 410,000; in the data active = activity change below about -60%; inconclusive = no clear call, values can overlap the other calls; inactive = above about -39%
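Cell-based, HFFs, 1000 cells/well, 16 h 37C; cpds in DMSO + HCMV-luc, MOI 1 PFU/cell; 72 h 37C; OneGlo luminescence after 5 min RT; norm. to buffer vs Salinomycin 10uM.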
Active calls of the source: *; ? = inconclusive; . = no result given; [ ] = dose if it differs, or a comment. Unless noted, calls come from the whole dose curve; as a rule, active = well fitted curve in the direction sought with a large enough effect; inconclusive = small, poorly fitted or top-dose-only effect, or another doubt; inactive = no such curve, though single readings can be large; an effect the other way counts as inactive or inconclusive. Unless noted, % is set by controls: 0 for no effect and ±100 for the full control effect.

Sample of the layout:
| Structure | AmpC inh detg | AmpC no deterg | FBPA Giardia inh | Sm TGR block | HCV inhibitor | HCMV inh |
| --- | --- | --- | --- | --- | --- | --- |
| Cc1ccc(NS(=O)(=O)c2ccc3c(c2)N(C)CCO3)cc1 | 2% | -42% | . | -14% | ? | -33 |
| COc1ccc(C(=O)Nc2ccc(S(=O)(=O)Nc3nccnc3OC)cc2)cc1OC | -1% | -21% | 21% | 6% | 19% | 8 |
| O=C(NC(=S)NC(c1ccccc1)c1ccncc1)c1ccccc1 (stereo unspecified) | 7% | -9% | -2% | -34% | ? | -10 |

The whole of this part, from the start:
| Structure | AmpC inh detg | AmpC no deterg | FBPA Giardia inh | Sm TGR block | HCV inhibitor | HCMV inh |
| --- | --- | --- | --- | --- | --- | --- |
| Cc1ccc(NS(=O)(=O)c2ccc3c(c2)N(C)CCO3)cc1 | 2% | -42% | . | -14% | ? | -33 |
| COc1ccc(C(=O)Nc2ccc(S(=O)(=O)Nc3nccnc3OC)cc2)cc1OC | -1% | -21% | 21% | 6% | 19% | 8 |
| O=C(NC(=S)NC(c1ccccc1)c1ccncc1)c1ccccc1 (stereo unspecified) | 7% | -9% | -2% | -34% | ? | -10 |
| CCOCc1cc(C)[nH]c(=O)c1C#N | ? | -20% | -3% | 7% | 11% | 29 |
| Cc1cc(C)c(S(=O)(=O)c2ccccc2C)c(Cl)n1 | ? | -15% | -14% | -16% | . | 29 |
| COC(=O)C1=C(c2c(C)noc2C)C[C@@H]2CC[C@H]1N2C(=O)N1CCCC1 | 8% | -4% | . | 2% | 8% | -4 |
| CCc1ccccc1NC(=O)Cn1c(=O)ccc2cc(S(=O)(=O)N3CCC(C)CC3)ccc21 | 9% | . | . | 2% | . | -5 |
| Cc1cccc(C)c1OCC1CNC(=O)O1 (stereo unspecified) | -17% | -22% | -1% | -13% | 8% | -15 |
| Nc1ccc(-c2cc(-c3ccc(N)cc3)nc(-c3ccccc3)n2)cc1 | 0% | -29% | 1% | -7% | 1% | -2 |
| CC(C)c1ccc(/C=C/C(=O)NCCCN2CCOCC2)cc1 | -18% | 53% | . | -8% | 19% | 0 |
| COc1ccc(NC2CC(=O)N(c3cccc([N+](=O)[O-])c3)C2=O)cc1 (stereo unspecified) | -3% | -30% | 0% | 56µM* | 18% | 51 |
| Cc1c(C(=O)O)sc2nc(SCC(=O)Nc3ccc(S(=O)(=O)NC(C)(C)C)cc3)[nH]c(=O)c12 | -4% | -34% | -1% | 3% | 9% | ? |
| O=C(NCc1ccccc1Cl)c1ccc(Cn2cc(C(F)(F)F)ccc2=O)cc1 | 0% | 0% | -1% | 19% | -22% | 9 |
| O=C1NC(=O)N(c2ccccc2)C(=O)/C1=C\c1ccccc1[N+](=O)[O-] | 0% | -8% | -8% | 3.5µM* | 28% | 37 |
| CCCCCn1c(=O)c(C(=O)Nc2ccccn2)c(O)c2ccccc21 | -14% | -44% | -14% | 2% | ? | -98* |
| N#Cc1ccccc1NC(=O)c1ccccc1OCC(=O)NCc1ccco1 | -7% | -15% | 4% | 0% | -12% | 1 |
| O=C(NC(=O)c1ccccc1Cl)Nc1ccc(-c2cnco2)cc1 | 1% | -25% | 3% | 1% | 7% | 9 |
| CC(=O)OC(C(=O)n1nc(C)cc1C)c1ccccc1 (stereo unspecified) | ? | . | 7% | -15% | 15% | 11 |
| CCc1cc(C(=O)Cc2nc3ccccc3[nH]2)c(O)cc1O | ? | ? | -6% | 4% | -11% | 76 |
| CCCCN1Cc2ccccc2Oc2cc(Br)ccc2S1(=O)=O | . | -40% | . | . | ? | -29 |
| CC(C)S(=O)(=O)C1=NSC2=NC(=O)/C(=C\c3ccc(-c4ccccc4)o3)C(=N)N21 | -3% | -34% | 13% | -14% | 9% | 1 |
| C#CCn1cnc2c(cnn2-c2ccc(F)cc2)c1=O | 5% | . | . | 4% | . | -22 |
| Cc1ccc(N(C)C(=O)Oc2cccc3cccnc23)cc1 | -3% | -5% | 3% | 0% | -2% | -6 |
| COc1ccc(CNC(=O)CN2c3ccccc3S(=O)(=O)c3ccccc32)cc1 | -13% | -35% | -1% | 1% | -19% | 15 |
| Cc1ccc(S(=O)(=O)N2CCOCC2)cc1C(=O)NCCCn1ccnc1 | -1% | -5% | -1% | -20% | 18% | 29 |
| Cc1cc(C)c(S(=O)(=O)N2CCC(C(N)=O)CC2)cc1C | 1% | -7% | 4% | 0% | 16% | -12 |
| COc1ccc(Nc2cc(Nc3cccc(OC)c3)ncn2)cc1 | -11% | -1% | 9% | 0% | -20% | 31 |
| CCOC(=O)N1CCC(N2CCN(S(=O)(=O)c3ccc([N+](=O)[O-])cc3)CC2)CC1 | -2% | 25% | ? | -9% | ? | -19 |
| COc1cccc(-c2nnn(C/C(N)=N/O)n2)c1 | -7% | -4% | 8% | 7% | 11% | 46 |
| CCOc1ccccc1N1CCN(C(=O)CNC(=O)c2ccccc2F)CC1 | 0% | 20% | . | -1% | 11% | 2 |
| CCOC(=O)c1c(N)n(CCOC(=O)c2cccs2)c2nc3ccccc3nc12 | -4% | 40% | -28% | -6% | -6% | -3 |
| O=C(Cc1ccccc1)Nc1nnc2n1CCS2 | 4% | . | . | 6% | . | -11 |
| CCOc1ccc(CN(C)CC(O)COC(c2ccc(OC)cc2)c2ccc(OC)cc2)cc1 (stereo unspecified) | 0% | 124%[activator] | 12% | 0% | 11µM* | -7 |
| COc1ccc(Nc2ccc3c(c2)=NC2(CCCCC2)[N+]=3[O-])cc1 | 3% | -14% | ? | -22% | 5µM* | -98* |
| CC(OC(=O)Cn1c(C(F)(F)F)nc2ccccc21)C(=O)N1CCCc2ccccc21 (stereo unspecified) | 2% | 54% | -4% | -9% | 4% | -21 |
| CCOc1cc(C(=O)NC(=S)Nc2nc(C)cc(C)n2)cc(OCC)c1OCC | -1% | 3% | ? | -1% | ? | 23 |

13 entries already listed, ordered by molecular weight, smallest number first.
| Structure | AmpC inh detg | AmpC no deterg | FBPA Giardia inh | Sm TGR block | HCV inhibitor | HCMV inh |
| --- | --- | --- | --- | --- | --- | --- |
| COc1cccc(-c2nnn(C/C(N)=N/O)n2)c1 | -7% | -4% | 8% | 7% | 11% | 46 |
| O=C(Cc1ccccc1)Nc1nnc2n1CCS2 | 4% | . | . | 6% | . | -11 |
| Cc1cc(C)c(S(=O)(=O)N2CCC(C(N)=O)CC2)cc1C | 1% | -7% | 4% | 0% | 16% | -12 |
| COc1ccc(Nc2cc(Nc3cccc(OC)c3)ncn2)cc1 | -11% | -1% | 9% | 0% | -20% | 31 |
| CCOc1ccccc1N1CCN(C(=O)CNC(=O)c2ccccc2F)CC1 | 0% | 20% | . | -1% | 11% | 2 |
| Cc1ccc(S(=O)(=O)N2CCOCC2)cc1C(=O)NCCCn1ccnc1 | -1% | -5% | -1% | -20% | 18% | 29 |
| COc1ccc(CNC(=O)CN2c3ccccc3S(=O)(=O)c3ccccc32)cc1 | -13% | -35% | -1% | 1% | -19% | 15 |
| CCOC(=O)c1c(N)n(CCOC(=O)c2cccs2)c2nc3ccccc3nc12 | -4% | 40% | -28% | -6% | -6% | -3 |
| CCOc1cc(C(=O)NC(=S)Nc2nc(C)cc(C)n2)cc(OCC)c1OCC | -1% | 3% | ? | -1% | ? | 23 |
| CCOC(=O)N1CCC(N2CCN(S(=O)(=O)c3ccc([N+](=O)[O-])cc3)CC2)CC1 | -2% | 25% | ? | -9% | ? | -19 |
| CC(C)S(=O)(=O)C1=NSC2=NC(=O)/C(=C\c3ccc(-c4ccccc4)o3)C(=N)N21 | -3% | -34% | 13% | -14% | 9% | 1 |
| CC(OC(=O)Cn1c(C(F)(F)F)nc2ccccc21)C(=O)N1CCCc2ccccc21 (stereo unspecified) | 2% | 54% | -4% | -9% | 4% | -21 |
| CCOc1ccc(CN(C)CC(O)COC(c2ccc(OC)cc2)c2ccc(OC)cc2)cc1 (stereo unspecified) | 0% | 124%[activator] | 12% | 0% | 11µM* | -7 |
